# High-throughput results from PubChem BioAssay.
# NCF1 inh: blocks human p47phox regulatory protein of NADPH oxidases; AID 1274; 0.53% of 220,000 active; inhibition, % at 24.7 µM; p47phox/p22phox peptide binding, fluorescence polarization, 2 h; P14598;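 further: 0% = p47phox with labelled peptide and 100% = labelled peptide alone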
# Target sequence (P14598 whole entry, looked up): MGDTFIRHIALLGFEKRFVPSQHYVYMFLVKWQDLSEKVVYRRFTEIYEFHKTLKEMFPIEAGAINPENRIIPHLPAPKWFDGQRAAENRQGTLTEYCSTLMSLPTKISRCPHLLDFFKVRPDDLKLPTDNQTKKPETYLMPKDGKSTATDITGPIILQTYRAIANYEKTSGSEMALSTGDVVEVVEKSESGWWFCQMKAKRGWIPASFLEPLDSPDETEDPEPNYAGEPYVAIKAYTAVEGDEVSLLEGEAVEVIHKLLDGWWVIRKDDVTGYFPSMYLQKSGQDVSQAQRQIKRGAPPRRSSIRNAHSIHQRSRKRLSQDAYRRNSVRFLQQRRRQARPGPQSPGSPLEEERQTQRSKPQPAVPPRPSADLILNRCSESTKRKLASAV
# 14-3-3 Bad inh: disrupts binding of bovine 14-3-3 zeta to phospho-Bad peptide; P63103; TR-FRET 14-3-3zeta/Dy647-pBad peptide displacement, 1 h; inhibition, % at 21.7 µM; 0.71% of 220,000 active; AID 781;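 active means inhibition above about 70%, limit read from the data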;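 further: 0% = full 14-3-3 plus peptide FRET controls and 100% = background without 14-3-3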
# Target sequence (P63103 whole entry, looked up): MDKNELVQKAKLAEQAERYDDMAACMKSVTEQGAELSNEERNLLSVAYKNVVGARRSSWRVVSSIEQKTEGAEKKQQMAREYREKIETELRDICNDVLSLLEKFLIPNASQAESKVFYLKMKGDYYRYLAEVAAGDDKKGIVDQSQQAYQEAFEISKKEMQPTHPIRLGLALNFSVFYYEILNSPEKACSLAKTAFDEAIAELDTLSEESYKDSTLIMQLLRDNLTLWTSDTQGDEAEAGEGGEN
# hK5 inh: kallikrein 5 (human) inhibition; AID 873; recombinant hK5, fluorogenic AMC substrate cleavage; 0.59% of 210,000 active; inhibition, % at 5 µM; Q9Y337;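 active means inhibition of 40% or more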;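 further: 0% = enzyme controls without compound and 100% = no-enzyme blanks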
# Target sequence (Q9Y337 67-293 limits assumed): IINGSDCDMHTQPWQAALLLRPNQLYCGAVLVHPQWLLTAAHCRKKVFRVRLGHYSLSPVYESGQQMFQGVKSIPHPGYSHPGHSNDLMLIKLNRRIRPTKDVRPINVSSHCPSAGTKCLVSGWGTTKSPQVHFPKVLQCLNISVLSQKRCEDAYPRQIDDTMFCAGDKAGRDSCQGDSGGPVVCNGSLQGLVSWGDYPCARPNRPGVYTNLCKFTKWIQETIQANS
# thrombin 1536: inhibitors of human thrombin. 0.26% of 220,000 active. inhibition, % at 5 µM. P00734. AID 1046. alpha-thrombin, Boc-VPR-AMC fluorogenic substrate cleavage;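 active means inhibition at or above 40%; inactive means inhibition below 40%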;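 further: 0% = enzyme with no compound and 100% = wells without enzyme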
#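 Material: human alpha-thrombin enzyme / Medium: pH 7.5 Tris (50 mM) with NaCl 150 mM, Tween 20 0.05% / Compound: single-point dosing at 5 µM, 0.2% DMSO / Incubation: enzyme reaction carried out at room temperature / Detection: AMC fluorescence, 355/460 nm / Read-out basis: percent inhibition scaled between no-compound controls and no-enzyme blanks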
# Rad51 HR inh: blocks human Rad51 in homologous recombination; Q06609; hRad51 DNA strand exchange, fluorescence dequenching; inhibition, % at 10 µM; 0.085% of 200,000 active; AID 1385;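 active means inhibition above 40% at the single screening dose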;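 further: 0% = DMSO control wells and 100% = blanks with heterologous ssDNA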
#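 System: hRad51 filaments on single-stranded DNA; reagent: Fluorescein- and BHQ1-tagged 47-mer duplex; compound dosing: one concentration, 10 µM final; timing: filaments 15 min 37 °C, then compound 30 min; measured by: fluorescein emission 520 nm, excitation 485 nm; benchmarks: per-plate controls and blanks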
# Furin inh: inhibitors of human furin; purified furin, fluorogenic substrate cleavage; inhibition, % at 30 µM; 0.061% of 220,000 active; in the data active means inhibition above about 25%; further: inactives centre near -15
# eIF4E 4G PPI: eIF4E/eIF4G interaction inhibition in translation initiation; P63073+Q04637; TR-FRET eIF4E-eIF4GI(517-606) binding, 2 h; inhibition, % at 21.7 µM; 0.37% of 220,000 active; AID 782;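 further: 0% = full FRET control wells and 100% = background wells lacking eIF4GI fragment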
# EBV gp42 inh: inhibitors of Epstein-Barr virus glycoprotein 42; Fluorescence polarization binding assay, mP read-out; inhibition, % (tested at 21.74 µM); 0.42% of 220,000 active; in the data active means inhibition above about 50%
# Target sequence (Q1HVG2 whole entry, looked up): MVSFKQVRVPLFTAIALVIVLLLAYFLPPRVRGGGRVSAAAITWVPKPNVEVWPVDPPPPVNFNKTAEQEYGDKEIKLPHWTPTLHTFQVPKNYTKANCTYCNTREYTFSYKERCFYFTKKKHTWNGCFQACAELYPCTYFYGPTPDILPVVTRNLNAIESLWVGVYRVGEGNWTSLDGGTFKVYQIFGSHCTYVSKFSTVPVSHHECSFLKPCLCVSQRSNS
# Cl transport mod: KCC2 (human) Cl- transport modulation. Q9H2X9. KCC2 cells, thallium flux FluoZin-2 fluorescence. B-score of Tl+ flux slope (higher = more flux/activation; lower = inhibition) at 10 µM. 2.2% of 190,000 active. AID 1456;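 active means thallium flux slope and its plate-corrected score both differing from the plate sample mean at a set confidence after two filtering rounds, in either direction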;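 further: slope of fluorescence scaled to starting intensity during 10 to 20 s after thallium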
# Starred values were filed as active, the others as inactive; x = not tested or not shown; [ ] = another dose, or the depositor's remark.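 How the source made its calls, unless noted: active means inhibition above about 30% (limit read from the data); inactive means the rest.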
SMILES,NCF1 inh,14-3-3 Bad inh,hK5 inh,thrombin 1536,Rad51 HR inh,Furin inh,eIF4E 4G PPI,EBV gp42 inh,Cl transport mod
CC(=O)c1cn(CC(=O)Nc2ccc(C)cc2C)c2ccccc12,-12,-14,-9,3,5,-20[20 µM],-4[fluorescence artefact?],-18,0.43
Cc1cc(C)n(C(=O)CCNC(=O)c2ccccc2Cl)n1,-13,-1,-7,0,-1,-15[20 µM],-3,0,1.8
Cc1scc(C(=O)NNC(=S)NC(C)c2ccccc2)c1C (centres undefined),-1,-17,-65,-5,-34,-6,-6,-14,-0.71
N/C(=N\OC(=O)c1ccc(Cl)cc1)c1nonc1N,-15,3,-1,-9,-7,-18[20 µM],3,-5,x
O=C(CCN1CCc2ccccc2C1)Nc1ccccc1F,-11,3,-15,-2,12,-10[20 µM],-1,-2,x
CCOc1ccccc1CNn1nnnc1N,9,3,-4,-6,-3,-13[20 µM],4,-12,0.99
O=C(N/N=C1/C(=O)c2cccc3cccc1c23)c1ccc(Cl)cc1,48*,85*[fluorescence artefact?],-74,3,1,-9[20 µM],6,67*,4.8*
COc1ccccc1OCC(=O)n1cc(C(=O)c2cc(Cl)cc(Cl)c2O)cn1,-34,19[fluorescence artefact?],-12,-4,11,-2,-8,-7,-2.2
CC(C)C(OC(=O)C1=Cc2ccccc2OC1)C(=O)NC1CCCC1 (centres undefined),-6,1,0,-2,3,-15,3,2,-2.9
CO/N=C/Cc1c([N+](=O)[O-])c(C)nn1C,-8,40,-19,4,6,-12,-7,-3,1.7
Cc1ccc(-c2cc(-c3ccccc3)c(C#N)c(Br)n2)cc1,-7,-15,-15,-3,-6,-28,16,-8,0.027
CCSc1nc2ccccc2n1CCC(=O)O,-13,-2[fluorescence artefact?],-1,0,-9,-14[20 µM],0,3,-0.57
CN1CCN(C(=S)c2ccc(-c3cc(Cl)ccc3Cl)o2)CC1,-4,-8,1,-8,x,-2,4,-3,0.9
CCC(C)(C)C(=O)Nc1cc([N+](=O)[O-])ccc1F,-6,-20[fluorescence artefact?],-16,-4,-5,-15,8,4,0.47
CC(C)c1nc(Cl)c(C#N)c2c1COC(C)(C)C2,13,0,-4,-6,-7,-11,5,-7,0.0094
Cc1c(NS(=O)(=O)c2cccc(C(=O)NCc3ccncc3)c2)c(=O)n(-c2ccccc2)n1C,5,-3[fluorescence artefact?],1,-2,13,-10[20 µM],-1[fluorescence artefact?],-23,1.1
Cc1cn(C(=O)C(C)N2C(=O)c3ccccc3C2=O)c(C)n1 (centres undefined),-6,7,-2,-5,-3,-10[20 µM],4,-2,x
CN(C)S(=O)(=O)c1ccc2oc(SCC(=O)NCC(F)(F)F)nc2c1,-15,-3,6,10,0,-13,3,-24,1.4
CCCC(=O)Nc1ccc(-c2ccc(NC(=O)CCC)cc2)cc1,-16,0,-7,-4,9,-23,0,-12,0.99
Cc1csc2ncc(C(=O)NCc3ccco3)c(=O)n12,-7,2,-2,2,-2,18[20 µM],3,-21,0.74
Cc1cc([N+](=O)[O-])ccc1NC(=O)C(C)N1CCN(c2ccccn2)CC1 (centres undefined),4,1,0,-9,1,-21,-1,-11,-0.4
O=C1CC(c2ccco2)Cc2nc(Nc3ccc(F)cc3)ncc21 (centres undefined),-9,4,-1,4,x,-4,-2,-22,x
O=C(CCc1ccccc1)NNC(=O)c1ccccc1Br,-9,-14,-16,-7,6,-9,3,6,0.21
O=c1cc(NCc2ccc3c(c2)OCO3)[nH]c(=O)n1-c1ccc(Cl)cc1,-4,-10,28,6,-3,-23,3,-9,0.9
CC(/C=N/n1c(-c2ccccn2)n[nH]c1=S)=C\c1ccccc1,-11,-8,-4,-5,-3,-9,2,0,8.4*
SMILES,NCF1 inh,14-3-3 Bad inh,hK5 inh,thrombin 1536,Rad51 HR inh,Furin inh,eIF4E 4G PPI,EBV gp42 inh,Cl transport mod
COc1ccc(OC)c(N(CC(=O)N2CCN(c3cc(Cl)ccc3C)CC2)S(C)(=O)=O)c1,-1,-14,-20,-2,-4,-12[20 µM],3,-20,0.99
Cc1cccc(OCC(O)CN2CC3(C)CC2CC(C)(C)C3)c1 (centres undefined),-3,30[fluorescence artefact?],-10,3,12,-21,-4,-10,0.057
COc1cc2cc(CN(C(=O)NC3CCCCC3)C3CCCC3)c(=O)[nH]c2cc1OC,11,x,-10,-2,-3,-11,x,-7,-0.88
CCOC(=O)Cn1c2[n+](c3ccccc31)CC(O)CS2 (centres undefined),1,5[fluorescence artefact?],2,-1,1,-19[20 µM],8,-31,-0.33
CCN(CC)S(=O)(=O)c1ccc(OC)c(NC(=O)c2cccs2)c1,-4,-6,-3,-1,x,-18,1,-5,0.0091
CCOC(=O)CSc1nc2cc(C(=O)NCc3ccco3)ccc2c(=O)n1-c1ccc(F)cc1,-6,15,-25,-6,x,x,-2,-13,x
O=C(C/C=N\OCc1c(Cl)cccc1Cl)Oc1ccc(Cl)cc1Cl,-13,5[fluorescence artefact?],-2,3,-5,-13[20 µM],1[fluorescence artefact?],-10,-0.28
N#C/C(=C\c1ccncc1)c1nc2ccccc2c(=O)[nH]1,3,-5,-2,-5,x,-15,7,-11,-0.51
Cc1ccc(NC(=O)Cc2noc3ccccc23)c(C)c1,3,16,-12,-4,-38,-27,3,-14,x
COC(=O)C1(Cc2ccc(O)cc2)OC(=O)C(O)=C1c1ccc(O)cc1 (centres undefined),5,7,3,4,5,-38,-20,-9,-0.16
CCCC(CCC)C(=O)Nc1cccc(C(=O)O)c1,-12,-1,-16,1,x,-10[20 µM],-3,-19,0.38
CCn1ncc(C2=NOC(C(=O)Nc3cccc(O)c3)C2)c1C (centres undefined),5,0,-8,-1,-8,-14,1,-3,0.038
Cc1ccc(NC(=O)CCC(=O)N/N=C/c2coc3ccccc3c2=O)cc1,-6,5,-3,1,13,-25,0,6,-2.6
CCCC(=O)Nc1ccc(Nc2ccccc2)cc1,-2,-1[fluorescence artefact?],1,-6,-1,0,0,1,-0.88
COc1ccccc1N(CC(=O)Nc1ccccc1C)S(C)(=O)=O,-11,2[fluorescence artefact?],-33,-1,6,-14[20 µM],-1,-17,-0.69
Fc1ccccc1N1CCN(CC2CC3C=CC2C3)CC1 (centres undefined),-1,19,-12,3,x,-6[20 µM],3,-24,0.61
CN1C(=O)c2ccccc2C(C(=O)O)C1c1cccc(F)c1 (centres undefined),8,4,-11,-2,-1,-21,-3,-11,x
CCCc1cc(=O)[nH]c(SCC(=O)Nc2nc3ccc(OCC)cc3s2)n1,-25,-12,x,0,x,-27,3,-19,-1.6
O=C(NCCCN1CCCCC1)C1(S(=O)(=O)c2ccc(Cl)cc2)CC1,-8,7,16,-2,10,-19,1,-6,0.22
Cc1cc(C)n(-c2ccc(C(=O)Nc3nnc(C)s3)cc2)n1,-3,9,8,4,-4,-16[20 µM],3,-6,1.1
CCCn1c(N)c(N(CCOC)C(=O)/C=C/c2cccc(Cl)c2)c(=O)[nH]c1=O,-9,-1,7,3,3,-12,3,-4,-0.4
COCCNC(=O)C1CC(=O)N(C2CCCCC2)C1 (centres undefined),-10,3,-4,-13,7,-33,3,-1,x
Cn1c(-c2ccc3c(c2)OCO3)cc(=O)c2ccccc21,0,24,-1,-9,-7,-17,6,-10,-1.9
Cc1cc(-c2ccccc2)nc(=O)[nH]1,-5,74*,-3,-1,3,-29,12,2,0.43
Cc1ccc(-c2csc(NC(=O)CSC3=NCCS3)n2)cc1,-17,5,10,1,2,-20[20 µM],2,6,-2.6

# A different layout for some results above.
# Second line of a record – NCF1 inh, 14-3-3 Bad inh, hK5 inh, thrombin 1536, Rad51 HR inh, Furin inh, eIF4E 4G PPI, EBV gp42 inh, Cl transport mod
- CC(C)C(OC(=O)C1=Cc2ccccc2OC1)C(=O)NC1CCCC1 (centres undefined)
 : -6, 1, 0, -2, 3, -15, 3, 2, -2.9
- CO/N=C/Cc1c([N+](=O)[O-])c(C)nn1C
 : -8, 40, -19, 4, 6, -12, -7, -3, 1.7
- Cc1ccc(-c2cc(-c3ccccc3)c(C#N)c(Br)n2)cc1
 : -7, -15, -15, -3, -6, -28, 16, -8, 0.027
- CCSc1nc2ccccc2n1CCC(=O)O
 : -13, -2[fluorescence artefact?], -1, 0, -9, -14[20 µM], 0, 3, -0.57
- CN1CCN(C(=S)c2ccc(-c3cc(Cl)ccc3Cl)o2)CC1
 : -4, -8, 1, -8, x, -2, 4, -3, 0.9

# (next part)
SMILES,NCF1 inh,14-3-3 Bad inh,hK5 inh,thrombin 1536,Rad51 HR inh,Furin inh,eIF4E 4G PPI,EBV gp42 inh,Cl transport mod
CCOC(=O)c1ccc(NC(=O)N2CCOCC2)cc1,0,-26,-10,3,5,-25,-2,0,0.91
Cc1ccc(NC(=O)CN2CCCCCC2)cc1[N+](=O)[O-],-2,-4,1,1,2,-7,2,-6,0.71
CC1CCN(C(c2ccc(N(C)C)cc2)c2nnnn2Cc2ccccc2)CC1 (centres undefined),-15,2,-9,-1,x,-3,11,-11,-0.21
CN(Cc1c(F)cccc1Cl)C(=O)c1cc2ccccc2o1,-3,-4,-3,24,-5,-12,1,-11,-0.37
COCCCNc1nc2nonc2nc1N1CCN(Cc2cccc(C)c2)CC1,0,-7,x,-7,x,-13,-2,41,x
COc1ccc(N(Cc2ccccc2)S(=O)(=O)c2cccc(C(=O)O)c2)cc1,-8,0,-12,-1,1,-31,4,-14,-1.1
O=C(/C=C/Nc1ccccc1)c1cnc(-c2ccccc2)s1,-10,-15,-6,6,-4,-19[20 µM],-1,-23,x
O=c1c(Cl)c(NCCO)cnn1-c1cccc(Cl)c1,2,-11,-27,-3,4,-32,-9,-2,0.23
CCCNC(=O)c1cc2c(C(F)(F)F)nn(C)c2s1,2,-8,7,-2,2,-2,6,-7,-0.13
CCOC(=S)SCc1cn2ccc(C)cc2n1,3,1[fluorescence artefact?],-16,-8,x,-19,3,-9,-1.9
O=C(NNC(=O)c1ccc(-c2ccccc2)cc1)c1ccccc1,-24,1,-7,0,12,-23,7,-11,-3.7*
COCCn1nnnc1CN1CCC(Cc2ccccc2)CC1,-8,4[fluorescence artefact?],14,-2,7,-16[20 µM],1,-27,-1.2
COc1ccc(NC(=O)CN(C)S(=O)(=O)c2cccs2)cc1,-4,8,14,1,1,-31,-8,13,2.7
CCOc1ccc(-c2cc(C(=O)Nc3ccc4c(c3)OCCO4)c3ccccc3n2)cc1,-31,2,-18,-7,9,-19[20 µM],-17,-18,-0.027
COc1ccc(NC(=O)c2ccccn2)cc1OC,-10,-34[fluorescence artefact?],-20,-1,3,-12,2,-25,-0.35
O=C(CNCC1CCCO1)N1CCCCCC1 (centres undefined),1,45,-2,-9,1,-19,4,-6,-0.033
CCCCN(CCCNC(=O)Cn1ncc2ccsc2c1=O)Cc1ccccc1,-4,-8,-2,14,-27,-27,-1,-21,-0.48
COC(=O)c1ccc2c(=O)n(Cc3ccco3)c(SCC(=O)Nc3cc(C)on3)nc2c1,0,-1,-6,-6,7,-12,-6,10,-0.49
CCOCCCNC(=O)C(NC(=O)Cc1cccs1)c1ccc(Cl)cc1 (centres undefined),-3,-7,0,-1,7,-18,0,6,-0.3
CCc1cccc(NC2c3ccccc3C(=O)N2c2cccnc2)c1 (centres undefined),-11,0,-12,-5,0,-20,-2,11,-0.14

# Sorted by molar mass (descending): some entries from above
SMILES,NCF1 inh,14-3-3 Bad inh,hK5 inh,thrombin 1536,Rad51 HR inh,Furin inh,eIF4E 4G PPI,EBV gp42 inh,Cl transport mod
CCCCN(CCCNC(=O)Cn1ncc2ccsc2c1=O)Cc1ccccc1,-4,-8,-2,14,-27,-27,-1,-21,-0.48
COCCn1nnnc1CN1CCC(Cc2ccccc2)CC1,-8,4[fluorescence artefact?],14,-2,7,-16[20 µM],1,-27,-1.2
COc1ccc(NC(=O)c2ccccn2)cc1OC,-10,-34[fluorescence artefact?],-20,-1,3,-12,2,-25,-0.35
